TLR9-MyD88 block: blocks human TLR9 binding to MyD88; AID 504734; 340,000 tested, 0.21% active; inhibition, % at 4.98 µM; Q9NR96+Q99836; CHO BLA complementation TLR9-MyD88, CCF4 FRET ratio;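 active = inhibition above the mean over all tested compounds plus 3 SD, cut at about 21% in these data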;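 note: 0% = DMSO only wells and 100% = clavulanate BLA inhibitor control wells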
NCOA1 inh: inhibits human SRC1 coactivator | 360,000 tested, 0.12% active | HEK293 GAL4-SRC1 luciferase reporter, luminescence | Q15788 | inhibition, % at 3.6 µM;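 active = inhibition above the campaign mean plus 3 SD, with each screening campaign given its own cutoff, cut at about 60% in these data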;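 note: 0% = DMSO treated cells and 100% = gossypol at 36 µM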
SRC2 inh: human SRC2 (NCOA2) inhibition; inhibition, % at 9 µM; HEK293 GAL4-SRC2 luciferase reporter, luminescence; Q15596; 370,000 tested, 0.17% active;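 active = inhibition above the mean inhibition of all tested compounds plus 3 SD, set per campaign, cut at about 52% in these data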;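 note: 0% = DMSO treated cells and 100% = cells given Gossypol at 36 µM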
Target sequence (Q15596 whole entry, looked up, the tested form may be a part): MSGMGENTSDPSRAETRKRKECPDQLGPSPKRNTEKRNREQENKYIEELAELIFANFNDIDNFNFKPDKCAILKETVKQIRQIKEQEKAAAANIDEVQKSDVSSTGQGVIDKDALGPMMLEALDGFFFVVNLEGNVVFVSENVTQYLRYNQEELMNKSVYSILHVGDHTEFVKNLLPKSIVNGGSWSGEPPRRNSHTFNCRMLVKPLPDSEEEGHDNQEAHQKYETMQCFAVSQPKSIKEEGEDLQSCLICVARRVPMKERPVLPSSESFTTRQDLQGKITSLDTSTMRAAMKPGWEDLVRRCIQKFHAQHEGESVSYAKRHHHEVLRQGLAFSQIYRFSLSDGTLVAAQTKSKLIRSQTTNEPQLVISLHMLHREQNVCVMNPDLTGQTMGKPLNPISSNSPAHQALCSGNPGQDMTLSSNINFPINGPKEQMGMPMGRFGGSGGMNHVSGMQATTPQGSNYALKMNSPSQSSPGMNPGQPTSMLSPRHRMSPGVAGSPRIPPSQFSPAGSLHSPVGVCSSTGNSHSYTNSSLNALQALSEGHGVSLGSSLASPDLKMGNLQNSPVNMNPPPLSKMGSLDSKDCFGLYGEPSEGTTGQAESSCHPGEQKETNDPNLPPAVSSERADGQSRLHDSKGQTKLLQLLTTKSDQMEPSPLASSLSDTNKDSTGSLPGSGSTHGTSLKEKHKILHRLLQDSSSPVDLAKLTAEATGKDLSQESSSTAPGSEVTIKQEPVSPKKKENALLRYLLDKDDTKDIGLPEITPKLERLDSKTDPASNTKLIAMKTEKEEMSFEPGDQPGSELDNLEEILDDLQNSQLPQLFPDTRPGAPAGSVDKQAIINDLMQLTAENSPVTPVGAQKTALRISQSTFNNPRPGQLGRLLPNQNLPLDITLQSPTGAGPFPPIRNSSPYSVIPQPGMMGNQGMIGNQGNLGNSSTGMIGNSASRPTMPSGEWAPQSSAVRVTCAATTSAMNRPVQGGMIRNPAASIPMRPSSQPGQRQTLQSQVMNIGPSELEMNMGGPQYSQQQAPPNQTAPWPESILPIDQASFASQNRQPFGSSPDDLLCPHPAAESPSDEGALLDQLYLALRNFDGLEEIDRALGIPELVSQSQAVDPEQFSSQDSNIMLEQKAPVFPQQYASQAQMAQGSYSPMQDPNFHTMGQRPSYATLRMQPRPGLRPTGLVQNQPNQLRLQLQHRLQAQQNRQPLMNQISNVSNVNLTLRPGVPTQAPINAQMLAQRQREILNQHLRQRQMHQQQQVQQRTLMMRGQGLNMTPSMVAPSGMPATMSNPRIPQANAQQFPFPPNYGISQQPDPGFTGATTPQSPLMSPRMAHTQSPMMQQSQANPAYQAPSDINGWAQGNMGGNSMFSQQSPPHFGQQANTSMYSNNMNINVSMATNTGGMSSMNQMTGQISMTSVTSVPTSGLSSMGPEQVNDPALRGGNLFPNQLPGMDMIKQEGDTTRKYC
LMP1 NFkB inh: Epstein-Barr LMP1 NF-kappaB reporter inhibition; LMP1-induced NF-kappaB luciferase reporter cells, luminescence; 350,000 tested, 0.69% active; inhibition, % at 12.5 µM; AID 504558; in the data active = inhibition above about 41%;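 note: 0% = neutral control wells and 100% = reference inhibitor control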
Vif imaging: blocks HIV Vif function. HEK293T cells, Vif self-association by quenched fluorescence, imaging, 24 h. inhibition, % at 7.49 µM. 340,000 tested, 0.35% active. AID 602346; in the data active = inhibition above about 50%, passing the limit was not always enough; note: some results filed as inactive read as strong as hits
NCOA3 inh: human NCOA3 inhibition. inhibition, % at 3.6 µM. HEK293 GAL4-SRC3 luciferase reporter, luminescence. Q9Y6Q9. 360,000 tested, 0.17% active. AID 588352;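 active = inhibition above a per-campaign cutoff, the mean of all compounds plus 3 SD, cut at about 60% in these data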;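 note: 0% = DMSO-treated cells and 100% = gossypol-treated cells at 36 µM; higher means less SRC3-driven luciferase light from the GAL4 reporter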
TROY NFkB inh: inhibitors of TROY-dependent NF-kB signaling. Q293 LMP1-TROYcd NF-kB luciferase reporter, 4 h. AID 1347056. 360,000 tested, 0.98% active. inhibition, % at 10 µM;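 active = compounds whose plate-normalised and pattern-corrected inhibition of the luciferase reporter signal at the single screening dose is 50% or more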
NR5A2 inv ag: suppresses constitutive activity of human LRH-1; AID 602396; HEK293T StAR-luciferase reporter, LRH-1 transfected, 24 h; 360,000 tested, 0.13% active; inhibition, % at 3.6 µM;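 active = inhibition above the mean inhibition of all tested compounds plus 3 SD, cut at about 73% in these data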;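 note: 0% = DMSO wells and 100% = reporter-only cells lacking LRH-1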
NOD2 RIPK2 PPI: inhibitors of human NOD2-RIPK2 interaction | O43353 | inhibition, % at 4.98 µM | CHO BLA complementation NOD2-RIPK2, CCF4 ratio | 360,000 tested, 0.38% active; in the data active = inhibition above about 21%;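 note: 0% = vehicle only and 100% = reference blocker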
TRAIL sens C8: sensitizes caspase-8 expressing cells to TRAIL | NB7+C8 cells + TRAIL, ATPlite viability luminescence | inhibition (viability loss, TRAIL sensitization), % at 10 µM | 360,000 tested, 1% active | AID 624354;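 active = compounds causing at least 50% loss of cell viability in the single-dose screen, relative to plate controls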
NR2F2 inh: NR2F2 (human) inhibition, primary screen | P24468 | HEK293T NGFI-A luciferase reporter, luminescence | inhibition, % at 8.6 µM | 370,000 tested, 0.7% active | AID 686940;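 active = inhibition above a per-plate cutoff, mean inhibition of test wells between control levels plus 3 SD, cut at about 38% in these data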;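 note: cells cotransfected with COUP-TFII expression vector driving the NGFI-A reporter; 0% = median of COUP-TF2 test wells and 100% = reporter-only cells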
Active calls of the source: *; nt = no result given. These rows are one share of the data; rates above refer to the full screens.

SMILES	TLR9-MyD88 block	NCOA1 inh	SRC2 inh	LMP1 NFkB inh	Vif imaging	NCOA3 inh	TROY NFkB inh	NR5A2 inv ag	NOD2 RIPK2 PPI	TRAIL sens C8	NR2F2 inh
COc1ccc(N2CCN(c3ccc(N4C(=O)CC(C)C4=O)cc3[N+](=O)[O-])CC2)cc1 (stereo unspecified)	5	3	-13	-2	-3	-2	12	-2	5	-12	0
O=C(Cc1ccccc1)c1ccc(O)cc1O	-13	-5	-12	0	6	-8	-12	-18	-9	3	-19
CCCOC(=O)CCCN1C(=O)/C(=C2\SC(=S)N(CCCC(=O)OCCC)C2=O)SC1=S	nt	-1	-14	1	5	-7	1	-7	-5	33	28
CC1CN(S(=O)(=O)c2cccc(C(=O)OC/C(O)=C(\C#N)c3nc4ccccc4[nH]3)c2)CC(C)O1 (stereo unspecified)	3	-11	-18	-16	-1	-5	3	-1	1	17	-4
COc1ccccc1NC(=O)CC1C(=O)Nc2ccccc2N1C(=O)c1ccccc1 (stereo unspecified)	-3	4	-21	-1	6	16	-4	16	3	-13	-5
CNC(=O)n1ccc(C(=O)N2CCCCC2)n1	5	-4	15	-11	nt	-14	14	-1	1	-8	14
Cc1c(Cl)cccc1NC(=S)NC1CCN(C(C)C)CC1	7	-8	-41	-1	16	14	-10	-12	-2	2	-3
CC(=O)C1=CCC(c2ccc(C)cc2)N(S(=O)(=O)c2ccc(Cl)cc2)C1 (stereo unspecified)	nt	2	19	nt	-3	-11	-1	9	-9	-7	-4
O=C(Nc1ccccc1N1CCOCC1)C1CCN(S(=O)(=O)c2ccccc2F)CC1	-9	-23	18	-16	6	-5	-5	-10	-15	-6	-19
COC(=O)c1nn(-c2cccc(Cl)c2)ccc1=O	-16	-6	-16	1	-1	11	-5	3	-4	-4	-8
Cc1ccc(OCCNC(=O)CCc2ccccc2)cc1C	5	1	-3	-1	3	19	15	-12	-2	4	6
COC(=O)CSc1nnc(C)n1-c1cccc(OC)c1	0	1	-3	-3	-5	0	0	1	9	-9	-11
Cc1ccc(S(=O)(=O)Nc2cc(=O)[nH]c(SCC(=O)Nc3ccccc3Cl)n2)cc1	-13	2	-7	-9	-11	-4	-20	2	1	0	4
O=C(Nc1cc(Cl)cc2c1-c1ccc(Cl)cc1C2O)C(Cl)Cl (stereo unspecified)	-13	-18	4	14	-7	-13	21	0	3	33	3
C=Cn1cc[n+](CC(=O)c2ccc(-c3ccccc3)cc2)c1	-5	11	-2	14	-2	5	13	4	-11	5	1
CC(C)C1CC2=C(C(=O)OC(C)(C)O2)C(c2ccc(F)cc2)O1 (stereo unspecified)	nt	-4	-3	nt	nt	12	-8	-15	-6	-12	-5
COc1cc(-c2nc3n(n2)C(c2cccc(OC)c2OC)C2=C(CCCC2=O)N3)cc(OC)c1OC (stereo unspecified)	3	2	-11	11	10	-9	-4	-4	-1	9	11
COc1ccc(CCN2CC(C(=O)NCCN3CCOC3=O)CCC2=O)cc1 (stereo unspecified)	3	2	-12	5	-15	0	10	-8	-8	8	-9
CCOc1ccc(C2CC(c3cccc(OC)c3)Nc3ncnn32)cc1 (stereo unspecified)	-3	7	-32	-10	-5	3	-33	11	-9	3	-4
COc1ccc(Cl)cc1NC(=O)CN(C)CC(=O)Nc1cccc(S(=O)(=O)N2CCCC2)c1	-10	-2	12	8	nt	7	31	9	2	2	23
COc1ccc(N2CCN(Cc3csc(C)c3-c3ccc(C)cc3)CC2)cc1	-4	6	-7	31	-5	16	21	9	11	2	3
COC(C[C@@H](O)C[C@H](O)[C@H](C)OCc1ccccc1)OC	0	3	10	-2	-4	7	2	-3	-13	-14	13
O=C(CN1CCN(Cc2ccc(Cl)cc2)C1=O)NCCN1CCCC1	-5	-12	-4	2	5	2	-4	-3	8	-3	-2
O=C(O)c1cccc(-c2csc(C(O)c3cccc(Cl)c3)n2)c1 (stereo unspecified)	nt	-14	-2	nt	-10	-50	-60	-36	-2	7	-9
Cc1nn(-c2ccccc2)c(N2CCCC2)c1/C=N/NC(=O)c1cccc(S(=O)(=O)Nc2ccc(Cl)cc2)c1	-6	11	43	5	-4	21	24	-9	-11	4	17

Results in TRAIL sens C8, Vif imaging and LMP1 NFkB inh, for 3 of the compounds above:
smiles,TRAIL sens C8,Vif imaging,LMP1 NFkB inh
C=Cn1cc[n+](CC(=O)c2ccc(-c3ccccc3)cc2)c1,5,-2,14
CC(C)C1CC2=C(C(=O)OC(C)(C)O2)C(c2ccc(F)cc2)O1 (stereo unspecified),-12,nt,nt
COc1cc(-c2nc3n(n2)C(c2cccc(OC)c2OC)C2=C(CCCC2=O)N3)cc(OC)c1OC (stereo unspecified),9,10,11

Later entries
SMILES	TLR9-MyD88 block	NCOA1 inh	SRC2 inh	LMP1 NFkB inh	Vif imaging	NCOA3 inh	TROY NFkB inh	NR5A2 inv ag	NOD2 RIPK2 PPI	TRAIL sens C8	NR2F2 inh
Cc1ccc(C)c(-c2nnc(NC(=O)COc3ccccc3)o2)c1	-3	-11	-13	8	6	-31	-2	-8	-6	7	11
CCCCCCc1nc(C(N)=O)c2[nH]c(=O)n(-c3ccc(OC)cc3OC)c2n1	-12	3	-38	1	-3	-22	0	-5	-11	-19	5
Cc1ccc(CN2CC(N3CCN(c4ccccn4)CC3)CS2(=O)=O)cc1 (stereo unspecified)	nt	-3	1	nt	nt	-30	17	-30	1	-7	-2
COc1ccc(CCCNC(=O)C2CCC(=O)N(Cc3ccccc3F)C2)cc1 (stereo unspecified)	-5	-2	16	-3	-7	-11	-35	-21	-5	4	-10
O=C(NCc1csc(-c2cccs2)n1)c1ccsc1	0	-11	-45	-3	9	-13	-18	-23	6	1	-21
O=C(c1cnccn1)N(c1ccccc1)C1(C(=O)NC2CCCC2)CCCCC1	-3	2	-33	-2	nt	20	-6	-27	-4	15	4
CCOc1ccc(/C(C)=N/NC(=O)Cn2nc([N+](=O)[O-])cc2C)cc1	0	-22	7	-2	17	27	-1	1	2	-3	4
CCCCn1c(N)c(N(CCC(C)C)C(=O)COC(=O)c2sccc2C)c(=O)[nH]c1=O	2	6	-12	4	1	-10	-12	22	6	3	2
CN(Cc1nc2c(s1)CCCC2)C(=O)CCc1nnc(-c2ccccc2)o1	nt	-37	-20	-14	20	-13	-20	-6	0	5	-19
O=S(=O)(c1ccccc1)N(Cc1ccccn1)Cc1ccccn1	-4	7	20	2	-5	-10	6	24	-19	13	5
O=P(NC1CCCCC1)(c1ccccc1)c1ccccc1	-2	-11	-4	0	10	-9	9	-3	-2	-1	-2
CCC(C)(C)NC(=O)C(c1ccc(OC)cc1)N(C(=O)CCC(=O)Nc1cc(C)on1)c1ccccc1F (stereo unspecified)	5	-8	-29	-5	17	-12	3	-14	8	-5	-14
CC(C)Sc1nc(N)nc(-c2cccs2)c1C#N	1	-55	-65	-31	1	-45	-85	-156	6	14	-43
O=C(CSc1ccc(-c2ccc(F)cc2)nn1)NCC1CCCO1 (stereo unspecified)	2	-16	8	3	2	3	-6	0	-10	1	1
Cc1ccc(Cl)cc1NC(=S)Nn1cnnc1	-2	-1	-31	2	-3	9	-12	21	-5	-20	-3
CCN(c1ccc(NC(=O)COC(=O)/C=C/c2ccco2)cc1)C(C)C	-7	8	-9	-12	6	-9	1	19	3	-1	17
CCN(CC)C(=O)COc1ccc2c(-c3ccccc3)cc(=O)oc2c1	3	-5	-57	5	4	5	-31	22	-6	11	-6
Nc1cc(Cl)ccc1Nc1ccncc1	7	14	-1	5	nt	1	13	7	-8	0	1
CC(C)CCn1c(COc2ccccc2)nn(CCC#N)c1=S	-10	13	9	nt	-7	10	5	6	-1	0	2
O=C(CSc1nnc(-c2ccncc2)n1Cc1ccccc1)Nc1nccs1	4	-3	20	7	-4	7	-8	15	7	-13	-12
N=C1c2ccccc2CN1NC(=O)CC12CC3CC(CC(C3)C1)C2	-8	6	-3	1	-22	11	5	6	-1	3	-8
Cc1oc2c(C)c(O)ccc2c(=O)c1-c1ccc2ccccc2n1	1	7	8	-4	-4	-12	19	0	-2	12	9
COC(=O)Nc1ccc(S(=O)(=O)Nc2ccc(O)cc2)cc1	2	13	15	3	7	11	8	12	-11	-3	0
COC(=O)c1ccc(COc2ccc(C#N)cc2)o1	-2	-6	-10	0	10	-5	-26	-5	-7	-8	-2
CC(=O)Nc1sc2c(c1C#N)CCC2	-8	5	-12	3	2	0	21	15	-1	-5	9
O=S(=O)(c1cccc(-c2nnc(-c3ccc(Br)cc3)o2)c1)N1CCCCCC1	-7	-24	-7	-14	-1	-3	-29	-5	-4	11	-5
CCOc1cc(C(=O)NCc2ccccc2)ccc1OCC(=O)N1CCCCC1	15	-5	-19	0	16	6	10	14	-4	7	1
CCOC(=O)/C=C1\CC(C(=O)OCC)Oc2c(OC)cccc21 (stereo unspecified)	5	-17	12	1	-2	-15	-18	-23	-3	2	-7

Among those listed so far, these contain an aryl thioether with sulfur outside any ring.
SMILES	TLR9-MyD88 block	NCOA1 inh	SRC2 inh	LMP1 NFkB inh	Vif imaging	NCOA3 inh	TROY NFkB inh	NR5A2 inv ag	NOD2 RIPK2 PPI	TRAIL sens C8	NR2F2 inh
COC(=O)CSc1nnc(C)n1-c1cccc(OC)c1	0	1	-3	-3	-5	0	0	1	9	-9	-11
Cc1ccc(S(=O)(=O)Nc2cc(=O)[nH]c(SCC(=O)Nc3ccccc3Cl)n2)cc1	-13	2	-7	-9	-11	-4	-20	2	1	0	4
CC(C)Sc1nc(N)nc(-c2cccs2)c1C#N	1	-55	-65	-31	1	-45	-85	-156	6	14	-43
O=C(CSc1ccc(-c2ccc(F)cc2)nn1)NCC1CCCO1 (stereo unspecified)	2	-16	8	3	2	3	-6	0	-10	1	1
O=C(CSc1nnc(-c2ccncc2)n1Cc1ccccc1)Nc1nccs1	4	-3	20	7	-4	7	-8	15	7	-13	-12
